Screening results deposited in PubChem by Sanford-Burnham Center for Chemical Genomics.
GPR35 arrestin U2OS – inhibition of zaprinast-stimulated GPR35 beta-arrestin translocation – imaging, U2OS, beta-arrestin-GFP, zaprinast agonist, primary screen (AID 2058). U2OS GPR35 beta-arrestin-GFP translocation imaging, zaprinast antagonism; higher % means a stronger effect. inhibition, % at 10 µM; hits with a dose series show IC50 in µM. hit rate 0.052% among 290,000;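 active = inhibition of at least 50% with at least 30 cells and total cytoplasm GFP at most 10,000,000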
Siah-1 displacement – Siah-1 peptide-binding antagonists, primary screen, biochemical, fluorescence polarization, rhodamine-plectin, uHTS (AID 1817); displacement, % at 20 µM, or IC50 in µM where a hit was titrated; hit rate 0.02% among 290,000; Siah-1 / rhodamine-plectin peptide fluorescence polarization; higher % means a stronger effect;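 active = displacement of at least 50% at 20 µM, with a fluorescence ratio check between 0.3 and a set limit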;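 note: plate controls were Siah plus tracer with DMSO for no effect and tracer alone without Siah for full effect; strong numbers were not always called active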
GPR55 LPI antagonism – inhibition of LPI-stimulated GPR55 beta-arrestin translocation – imaging, U2OS, beta-arrestin-GFP, LPI agonist, primary screen (AID 2013); inhibition, % at 10 µM; hits with a dose series show IC50 in µM; hit rate 0.13% among 290,000; U2OS GPR55 beta-arrestin-GFP translocation imaging, LPI antagonism; higher % means a stronger effect;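 active = spots per cell inhibited over 60%, with over 100 cells counted and total cytoplasm intensity under 500,000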;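 note: U2OS cells stably carrying GPR55 and arrestin-GFP stimulated by 5 µM LPI near EC80; imaged beta-arrestin-GFP aggregate spots per cell after agonist stimulation; plate controls were LPI-stimulated DMSO wells for no effect and DMSO wells without LPI for full effect; some results filed as inactive read as strong as hits; confirmed hits need IC50 under 10 µM and bright autofluorescent wells are also inconclusive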
AID2073 – disruptors of CaV2.2 binding to Mint1 – biochemical, HTRF (AID 2073) | HTRF protein-protein interaction, Mint1-CaV2.2; higher % means a stronger effect | hit rate 0.19% among 290,000 | inhibition, % at 20 µM; hits with a dose series show IC50 in µM; in the data active = inhibition mostly above about 51%, no sharp cut-off; note: some results filed as inactive read as strong as hits
NOD1 inhibition – inhibition of NOD1-driven NF-kB reporter – cell-based, luminescence, uHTS, primary screen (AID 1578) | NOD1-driven NF-kB luciferase reporter cells, luminescence; higher % means a stronger effect | one-dose inhibition, % at 4 µM; EC50 in µM for titrated hits | hit rate 1% among 290,000; in the data active = inhibition mostly above about 36%, no sharp cut-off; inactive = mostly below about 34%;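 note: HEK-293T reporter cells stimulated with the NOD1 agonist gamma-tri-DAP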
HIV fusion peptide – inhibitors of HIV fusion peptide binding, primary screen, biochemical, uHTS, fluorescence dequenching (AID 1986) | inhibition, % at 20 µM; hits with a dose series show IC50 in µM | cell-free peptide binding, fluorescence dequenching, 30 min; higher % means a stronger effect | hit rate 0.3% among 290,000; in the data active = inhibition mostly above about 52%, no sharp cut-off; inactive = mostly below about 76%; note: some results filed as inactive read as strong as hits
KOR beta-arrestin-1 – KOR antagonists, beta-arrestin recruitment, cell-based, luminescence, uHTS (AID 1778). inhibition, % at 10 µM; hits with a dose series show IC50 in µM. hit rate 0.091% among 290,000. KOR beta-arrestin recruitment, luminescence, antagonist mode; higher % means a stronger effect; in the data active = inhibition above about 50%; note: strong numbers were not always called active
GPR55 beta-arrestin – GPR55 agonists via beta-arrestin recruitment, primary screen, imaging, U2OS cells, beta-arrestin-GFP redistribution (AID 1961). U2OS GPR55 beta-arrestin-GFP redistribution imaging; higher % means a stronger effect. activation, % at 10 µM; hits with a dose series show EC50 in µM. hit rate 0.048% among 290,000;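 active = activation above 40% with more than 50 cells counted in the well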;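 note: U2OS osteosarcoma cells stably expressing GPR55 and beta-arrestin-GFP; plate controls were DMSO negative control for no effect and LPI positive control for full effect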
KOR beta-arrestin-2 – kappa opioid receptor activators – cell-based, luminescence, uHTS, primary screen (AID 1777). KOR beta-arrestin recruitment, luminescence; higher % means a stronger effect. activation, % at 10 µM, or EC50 in µM where a hit was titrated. hit rate 0.02% among 280,000; in the data active = activation above about 50%, passing the limit was not always enough; note: a part of the inactive calls stands beside numbers as strong as those of hits
Numbers without * were called inactive; nt = no result given; [ ] = another dose, or the depositor's remark.

Order of results: GPR35 arrestin U2OS	Siah-1 displacement	GPR55 LPI antagonism	AID2073	NOD1 inhibition	HIV fusion peptide	KOR beta-arrestin-1	GPR55 beta-arrestin	KOR beta-arrestin-2
> CC(OC(=O)c1cccn1C)C(=O)Nc1ccc2c(c1)OCO2 (configuration not stated)
→ 2%	8%	2%	7%	-33%	-2.6%	-4%	-1.1%	4.8%
> CC(=O)c1ccc(NC(=O)CCNS(=O)(=O)c2cccc3nonc23)cc1
→ 1%	-2%	11%	6%	nt	-1.8%	12%	0.1%	-3.2%
> O=C(CSc1nc(-c2ccccc2)cc(=O)[nH]1)Nc1ccccc1
→ 4%	3%	14%	8%	-2%	0.1%	10%	-0.1%	-14%
> O=C(Oc1ccccc1-c1nnco1)c1ccccc1
→ 3%	-1%	8%	17%	-17%	1.9%	15%	-0.2%	4.0%
> Clc1cccc(CNCCCSc2ncccn2)c1
→ 2%	-4%	-18%	13%	-8%	-1.9%	-24%[20 µM]	-0.3%	8.8%
> Cc1cc(C)cc(OCCn2ccnc2)c1
→ -2%	10%	-13%	0%	-29%	1.4%	-5%	0.6%	-2.3%
> c1ccc(-c2csc(N3CCSCC3)n2)cc1
→ 3%	-2%	0%	3%	-25%	-2.0%	-19%	-0.3%	7.9%
> CCNc1cc2oc(=O)c(CN3CCOCC3)c(C)c2cc1C
→ 12%	0%	3%	36%	-4%	-2.6%	18%	-0.3%	1.4%
> COc1cc(C(C(=O)Nc2c(C)cccc2C)N(C)C(=O)c2ccc(-n3cnnn3)cc2)ccc1O (configuration not stated)
→ -5%	-1%	-2%	13%	-10%	0.0%	2%	-0.1%	1.9%
> Cc1ccc(S(=O)(=O)n2nc(C)c(C#N)c2N)cc1
→ 2%	-1%	2%	4%	-9%	0.7%	-2%	-0.1%	-2.0%
> CCN(CC)C(=O)C(C)OC(=O)COc1ccc(Cl)cc1C (configuration not stated)
→ 5%	-2%	4%	-4%	4%	20%	-8%	0.3%	1.9%
> CCOC(=O)N/N=C\C=C\c1ccco1
→ 4%	21%	2%	45%	-12%	22%	-8%	0.5%	6.9%
> COc1ccc(N2CCN(S(=O)(=O)c3ccc(OC)cc3)CC2)cc1
→ -6%	5%	2%	-7%	-11%	-0.6%	35%	0.2%	-0.2%
> CC(C)C(=O)Nc1ccc(Cc2ccc(NC(=O)C(C)C)c(O)c2)cc1O
→ -1%	1%	12%	-1%	-12%	2.9%	-2%	-0.1%	-0.8%
> C=CCn1c(N)c(C(=O)NCc2cccnc2)sc1=S
→ 27%	6%	11%	12%	-19%	0.9%	7%	-0.1%	-2.3%
> c1ccc(COc2ccc(-c3csnn3)cc2)cc1
→ 19%	-1%	0%	3%	-11%	-1.3%	-4%	0.2%	-3.5%
> CCOC(=O)N1CCC(NC(=O)c2ccc3c(c2)N(Cc2ccc(F)cc2)CCS3)CC1
→ 9%	-1%	9%	16%	18%	-2.3%	-20%	-0.3%	-0.3%
> CCOc1ccc2nc(NCCNC(=O)Nc3ccccc3)c(C#N)cc2c1
→ 5%	6%	2%	2%	-9%	18%	13%	-0.1%	nt
> COc1ccc(C(C)=O)cc1CSc1nnc(C)n1-c1ccccc1
→ -1%	5%	7%	-6%	-34%	2.0%	3%	0.1%	-1.9%
> CC(/C=C/c1cccc([N+](=O)[O-])c1)=N/NC(=O)c1cccnc1
→ -8%	2%	4%	-12%	-21%	0.5%	nt	0.0%	-1.2%
> COc1ccc(C(=O)NCCOc2ccccc2Cl)c(OC)c1OC
→ 6%	9%	-1%	2%	-4%	1.0%	21%	0.9%	-4.8%
> CCN1C(=O)C(CC(=O)Nc2ccc(F)cc2)N(CCCN2CCN(c3ccc(F)cc3)CC2)C1=S (configuration not stated)
→ -10%	3%	19%	-7%	-36%	-0.5%	10%	0.1%	1.7%
> COc1ccc(OCC(=O)NNC(=O)C(=O)Nc2ccc(C)cc2)cc1
→ -2%	21%	7%	6%	-3%	-5.7%	-8%	-0.2%	5.7%
> COc1cc(/C=N/n2cnnc2)ccc1OCC(=O)N1CCOCC1
→ 33%	2%	4%	-10%	-28%	1.7%	32%	-0.1%	-2.4%
> Cc1ccccc1-n1ncc2c(SCC(=O)NC3CCCC3)ncnc21
→ -1%	-6%	5%	-1%	50%	-0.6%	-19%	0.2%	-2.5%
> Cc1ccc(N2C(=O)C3C4C=CC(CC4)C3C2=O)cc1[N+](=O)[O-] (configuration not stated)
→ 0%	-4%	-5%	-3%	-13%	-0.4%	-16%[20 µM]	-0.2%	-0.8%
> CCN(NC(=O)C(O)(c1ccc(F)cc1)c1ccc(F)cc1)C(=O)c1ccccc1
→ -2%	8%	4%	-1%	-43%	-0.9%	34%	-0.1%	1.2%
> CN(/N=C/C=C/c1ccccc1)C1=NS(=O)(=O)c2ccccc21
→ 10%	3%	5%	9%	-30%	2.9%	-33%	-0.2%	0.9%
> CCN(CC)CCOC(=O)c1c(C)oc2ccc(O)cc12
→ -9%	12%	10%	-4%	nt	1.6%	4%	-0.1%	-4.0%
> CCN1CCN(CC2CC3C=CC2C3)CC1 (configuration not stated)
→ 1%	2%	-6%	-2%	-12%	2.4%	-26%	-0.3%	0.5%
> CC(=O)Oc1cc2c(C(=O)NCc3ccncc3)c(C)oc2c2ccccc12
→ -12%	2%	-7%	3%	6%	-1.8%	5%	-0.1%	-4.6%
> O=C(CSc1ccc(-c2ccco2)nn1)Nc1cccc(F)c1
→ -4%	7%	-4%	8%	0%	1.1%	-23%	-0.1%	7.2%
> Cc1cccc(N2CCN(C(=O)CN3C(=O)C4CC=CCC4C3=O)CC2)c1C (configuration not stated)
→ -12%	5%	-2%	-11%	-43%	-2.3%	-13%	-0.1%	-2.5%
> CCn1c(NN)nc2sc3c(c2c1=O)CCC3
→ -23%	3%	-8%	28%	-16%	0.7%	-10%	-0.1%	12%
> CCn1c(=O)c2cc(C(=O)N(C)CC(OC)OC)sc2c2ccccc21
→ -4%	2%	-1%	3%	-3%	-0.9%	16%	-0.1%	-5.8%
> CC(CNC(=O)c1ccc(OC2CCN(Cc3ccccn3)CC2)cc1)c1ccccc1 (configuration not stated)
→ -5%	0%	89%	4%	-19%	0.7%	18%	-0.1%	-0.1%
> COCCN1CN=C(NS(=O)(=O)c2ccc(C)cc2)NC1
→ 4%	12%	21%	7%	-25%	0.9%	-14%	-0.1%	3.9%
> Cc1ccc(C(=O)Nc2ccc(CN3CCCCC3)cc2)c(C)c1
→ 14%	4%	1%	5%	-27%	-0.8%	-24%	-0.3%	-4.9%
> C=CCn1c(SCCOc2ccc(OC)cc2)nnc1C(CO)NC(=O)c1ccc(OC)cc1 (configuration not stated)
→ -17%	1%	1%	-2%	-16%	-0.3%	-8%	-0.1%	-3.1%
> O=C(OCc1c(Cl)cccc1Cl)c1cccnc1
→ 6%	9%	-9%	-9%	-1%	-1.3%	-39%	0.3%	1.8%
> O=C(CCCCCN1C(=O)[C@@H]2Cc3ccccc3CN2C1=O)NCCc1ccccc1
→ 3%	7%	19%	8%	-23%	1.0%	-2%	-0.1%	4.0%
> COc1cc2nc(N(C)CCCNC(=O)C3CCCO3)nc(N)c2cc1OC (configuration not stated)
→ -12%	3%	-2%	17%	-15%	-1.3%	21%	-0.5%	-0.9%
> CCC(CC)C(=O)c1c[nH]c(C(=O)NCc2ccccn2)c1
→ -9%	-2%	3%	6%	-33%	-0.2%	0%	0.7%	-2.4%
> Cc1ccc2sc(NC(=O)CN3C(=O)c4ccccc4C3=O)nc2c1C
→ -9%	8%	-13%	-6%	-40%	2.1%	3%	-0.2%	1.8%
> CC(=O)Nc1ccc(NC(=O)c2cccc(C(=O)OC(C)C)n2)cc1
→ 3%	2%	-2%	2%	-13%	0.3%	21%	0.0%	-2.9%
> CCOc1ccc(S(=O)(=O)N2CCC(C(=O)N3CCCCCC3)CC2)cc1Cl
→ -10%	-4%	14%	6%	1%	-0.8%	13%	0.0%	-0.1%
> Cc1ccc(S(=O)(=O)Cc2ccc([N+](=O)[O-])cc2)cc1
→ -10%	3%	6%	3%	2%	2.7%	16%	-0.1%	-1.2%
> CCOC(=O)C1CCCN(CCC(=O)Nc2ccc(F)c(F)c2)C1 (configuration not stated)
→ 3%	4%	4%	-3%	10%	-4.0%	-30%	0.2%	8.4%
> Cc1cc(C)n(-c2nc(NCc3cccnc3)c3c4c(sc3n2)COC(C)(C)C4)n1
→ -12%	2%	-1%	3%	4%	-3.6%	7%	-0.2%	-5.9%
> CN(Cc1ccc(O)cc1)C1CCCCC1
→ 6%	-1%	4%	8%	0%	1.1%	-14%	-0.2%	14%

Carrying on.
Order of results: GPR35 arrestin U2OS	Siah-1 displacement	GPR55 LPI antagonism	AID2073	NOD1 inhibition	HIV fusion peptide	KOR beta-arrestin-1	GPR55 beta-arrestin	KOR beta-arrestin-2
> COc1ccc(C(=O)COc2ccc(F)cc2)c(O)c1C
→ 4%	6%	2%	7%	-20%	1.3%	-2%	0.8%	-2.6%
> O=C(/C=C/c1ccc2ccccc2n1)c1cc(Cl)ccc1O
→ 8%	2%	14%	21%	-8%	19%	7%	2.4%	5.4%
> COc1cccc(C2CC(c3cccs3)=NN2C(=O)CCC(=O)O)c1OC (configuration not stated)
→ -1%	1%	1%	5%	-30%	2.0%	-2%[20 µM]	-0.4%	-0.9%
> COC(c1ccccc1)c1nnc(CCC(=O)NC2CCCCC2)o1 (configuration not stated)
→ 15%	-4%	-1%	-3%	-20%	-1.5%	15%[20 µM]	0.0%	-4.6%
> Cc1ccc(NC(=O)c2cc(N3C(=O)C=CC3=O)ccc2N2CCOCC2)cc1
→ 8%	4%	9%	-62%	-10%	3.2%	8.2µM*	-0.1%	0.7%
> Cc1ccc(C(=O)NCCNc2nc3cc(C)c(C)cc3cc2C)cc1
→ 5%	-4%	15%	-12%	-12%	-1.1%	-32%[20 µM]	-0.1%	nt
> CCOC(=O)N1CCN(C(=S)NC)CC1
→ 11%	1%	9%	-24%	-8%	-1.4%	17%	-0.2%	-8.1%
> O=C(NCc1ccccc1)c1c[nH]c2ccc(S(=O)(=O)Nc3ccc4c(c3)OCCO4)cc2c1=O
→ -6%	0%	-5%	11%	8%	3.4%	11%	0.3%	-4.3%
> O=C(NCc1cccc(Cl)c1)C1CCCO1 (configuration not stated)
→ -7%	2%	11%	-8%	-24%	0.9%	22%	-0.1%	-2.8%
> CC(C)(Oc1ccc(Cl)cc1)C(=O)NCc1ccco1
→ -8%	-2%	-9%	-2%	-2%	6.9%	4%	-0.2%	-4.1%
> O=C(COc1ncnc2ccccc12)Nc1cccc(S(=O)(=O)N2CCOCC2)c1
→ 2%	6%	-5%	-2%	-28%	-0.7%	-22%	0.6%	-0.7%
> N#Cc1ncc(-c2ccc3c(c2)OCCOCCOCCOCCOCCO3)nc1C#N
→ -13%	0%	10%	-5%	20%	-0.7%	36%	-0.2%	-6.2%
> Cc1ccc(C(=O)Nc2ccc(N3CCOCC3)cc2)cc1
→ -8%	0%	10%	-7%	-63%	-0.8%	32%	0.0%	-1.9%

Only part of the results is shown; rates above refer to the full screens.
